Compound activity from PubChem.
CRFBP-R2 agonist: agonists of human CRF-binding protein/CRF-R2 receptor complex; AID 588473; HEK293 CRF-R2/CRF-BP, calcium dye fluorescence (FLIPR); percent of saturating CRF peptide response; activation, % at 13.2 µM; 350,000 tested, 0.46% active;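 active = activation of at least 50%, plus an integration ratio under a set limit after plate pattern correction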;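 note: plate controls were neutral control wells without compound for no effect and CRF at EC100 for full effect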
M1 PAM: human CHRM1 positive allosteric modulation; P11229; CHO-K1 hM1, Fluo-8 calcium fluorescence, ACh EC20; 0% = ACh EC20, 100% = maximal ACh; activation, % at 3 µM; 360,000 tested, 0.088% active; in the data active = activation above about 19%, passing the limit was not always enough
Target sequence (P11229 whole entry, looked up): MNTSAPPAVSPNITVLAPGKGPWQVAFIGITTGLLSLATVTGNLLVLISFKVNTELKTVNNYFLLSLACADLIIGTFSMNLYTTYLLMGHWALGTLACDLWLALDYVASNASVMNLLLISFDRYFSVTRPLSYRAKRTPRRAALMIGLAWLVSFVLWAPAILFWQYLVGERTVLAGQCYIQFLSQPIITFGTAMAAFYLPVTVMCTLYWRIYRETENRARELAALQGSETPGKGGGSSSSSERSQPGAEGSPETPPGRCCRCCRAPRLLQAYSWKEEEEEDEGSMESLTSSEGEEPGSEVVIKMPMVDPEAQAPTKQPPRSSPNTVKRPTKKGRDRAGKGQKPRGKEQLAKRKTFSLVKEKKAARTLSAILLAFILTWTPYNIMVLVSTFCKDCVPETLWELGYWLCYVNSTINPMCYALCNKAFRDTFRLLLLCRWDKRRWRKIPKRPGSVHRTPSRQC
CHRM5 agonist: agonists of human muscarinic M5 receptor (CHRM5); 360,000 tested, 0.19% active; CHO-K1 hM5 cells, Fluo-8 calcium fluorescence; 0% DMSO wells, 100% maximal acetylcholine response; activation, % at 3 µM; P08912;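 active = activation above the run's mean over test compounds plus 3 SD, cut at about 23% in these data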;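 note: signal is peak over basal fluorescence ratio across the kinetic read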
CRFR2-BP antag: antagonists of CRF-binding protein/CRF-R2 receptor complex | 350,000 tested, 0.59% active | HEK293 CRF-R2/CRF-BP, CRF-induced calcium fluorescence | inhibition, % at 11.8 µM;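 active = inhibition of the ligand-induced calcium signal above about 50% at the single tested concentration, limit read from the data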
CHRM5 PAM: potentiates acetylcholine response at human M5 receptor | P08912 | CHO-K1 hM5, Fluo-8 calcium, ACh EC20 PAM; 0% = ACh EC20, 100% = ACh EC100 | activation, % at 3 µM | 360,000 tested, 0.3% active;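 active = activation above the run cutoff, the mean activation of all test compounds plus 3 SD, cut at about 18% in these data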
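System – CHO-K1 hM5 cells · Compound – 3 µM, single dose · Incubation – compound preincubation 140 s before EC20 acetylcholine addition · Technique – Fluo-8 calcium fluorescence · Measure – Max/basal fluorescence ratio as % of EC20–EC100 ACh window · Benchmarks – low control EC20 acetylcholine (0%), high control EC100 acetylcholine (100%) · Replication – singlicate, one well per test compound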
CHRM4 PAM: positive allosteric modulators of human muscarinic M4 receptor; 360,000 tested, 0.4% active; activation, % at 3 µM; AID 624126; CHO-K1 hM4/Gqi5, Fluo-8 calcium fluorescence, ACh EC20; 0% = ACh EC20, 100% = maximal ACh; P08173;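 active = activation above its plate's cutoff, the mean activation of sample wells plus 3 SD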; note: some results filed as inactive read as strong as hits
Target sequence (P08173 whole entry, looked up): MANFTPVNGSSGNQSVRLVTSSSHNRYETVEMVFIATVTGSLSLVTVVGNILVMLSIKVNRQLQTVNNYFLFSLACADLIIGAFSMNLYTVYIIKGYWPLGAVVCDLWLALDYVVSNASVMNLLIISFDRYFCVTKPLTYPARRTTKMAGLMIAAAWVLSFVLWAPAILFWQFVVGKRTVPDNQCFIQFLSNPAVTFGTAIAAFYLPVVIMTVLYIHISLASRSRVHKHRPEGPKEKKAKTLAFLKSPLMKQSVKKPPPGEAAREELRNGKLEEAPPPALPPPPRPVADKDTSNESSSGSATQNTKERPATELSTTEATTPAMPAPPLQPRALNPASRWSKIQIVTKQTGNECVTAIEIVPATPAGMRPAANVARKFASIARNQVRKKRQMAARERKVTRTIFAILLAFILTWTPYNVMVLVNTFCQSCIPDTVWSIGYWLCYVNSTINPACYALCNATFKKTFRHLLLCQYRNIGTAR
M5 antag: antagonists of human muscarinic M5 receptor (CHRM5) | CHO-hM5 cells, Fluo-8 calcium fluorescence, ACh EC80 | inhibition, % at 3 µM | 360,000 tested, 0.59% active | AID 624040;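 active = inhibition above a per-plate cutoff, the mean of that plate's test compounds plus 3 SD, cut at about 27% in these data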;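 note: 0% = acetylcholine EC80 with DMSO and 100% = DMSO without agonist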
M4 ag: agonists of human muscarinic M4 receptor (CHRM4); P08173; CHO-K1 hM4/Gqi5, Fluo-8 calcium fluorescence; vehicle 0%, full acetylcholine response 100%; activation, % at 3 µM; 360,000 tested, 0.14% active; AID 624127;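 active = activation above the run mean over all test wells plus 3 SD, cut at about 32% in these data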;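 note: peak over basal fluorescence ratio per well then scaled between controls; 0% = DMSO wells and 100% = acetylcholine at EC100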
M4 antag: blocks acetylcholine activation of human M4 receptor; P08173; inhibition, % at 3 µM; 360,000 tested, 0.73% active; CHO-hM4 cells, ACh EC80, Fluo-8 calcium fluorescence;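 active = inhibition above its plate's cutoff, the mean inhibition of sample wells plus 3 SD, cut at about 27% in these data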;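 note: 0% = acetylcholine EC80 with DMSO and 100% = DMSO without agonist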
Starred values were filed as active, the others as inactive; . = not tested or not shown. The order is random. Share with any hit: about 2.6%.

Sequence of screens – CRFBP-R2 agonist	M1 PAM	CHRM5 agonist	CRFR2-BP antag	CHRM5 PAM	CHRM4 PAM	M5 antag	M4 ag	M4 antag
> CN(C)N1C(N)=C(C#N)C(c2cccnc2)C2=C1CC(C)(C)CC2=O (configuration not stated)
→ -3.1	2	-4	19	-1	5	1	0	0
> CCc1nnc(NC(=O)CCC(=O)NCc2ccccc2Cl)s1
→ -1.3	4	1	-3	7	-1	-4	1	-8
> CCOC(=O)c1c(C)[nH]c(C)c1C(=O)CN1C(=O)NC2(CCC(C)CC2)C1=O (configuration not stated)
→ -4.1	3	-5	-17	-6	9	-22	0	-10
> CCN(C(=O)CSc1cc(C)c2ccccc2n1)C1CCS(=O)(=O)C1 (configuration not stated)
→ 0.3	9	3	-13	9	2	-8	1	-2
> Cc1sc(NC(=O)CS(=O)(=O)c2ccccc2)c(C#N)c1C
→ 0.0	0	1	22	3	-2	3	2	-1
> C[C@@H]1CN([C@@H](C)CO)C(=O)CCCn2nncc2CO[C@@H]1CN(C)C(=O)Nc1cccc(C(F)(F)F)c1
→ 0.4	10	0	5	0	1	-1	1	3
> CCc1ccc(N(C(=O)c2ccoc2C)C(C(=O)NC2CCCC2)c2ccc(OC)cc2)cc1 (configuration not stated)
→ 1.6	-8	-2	4	-5	-7	12	-2	5
> CC(C(=O)NCc1ccco1)n1cc([N+](=O)[O-])cn1 (configuration not stated)
→ 3.0	2	3	6	3	3	6	0	0
> COC(=O)[C@@H]1C[C@@]2(O)[C@H](O)[C@H](O)[C@H](O)C[C@H]2N1Cc1cc(OC)cc(OC)c1
→ -2.2	-2	6	9	0	-2	2	2	1
> CCOC(=O)c1[nH]c(=O)[nH]c1CN(Cc1ccco1)Cc1[nH]c(=O)[nH]c1C(=O)OCC
→ -1.3	2	3	10	5	-2	3	1	6
> CC(Nc1nc(-c2ccncc2)nc2ccccc12)c1ccccc1 (configuration not stated)
→ -7.6	-8	-7	-41	-7	-12	18	3	-2
> CCOC(=O)c1c(-c2ccccc2)cn2ccccc12
→ -0.4	-10	-8	7	0	-6	-6	-2	-5
> CCC(C)(C)NC(=O)CCn1c(-c2ccccc2)cc(C(C)=O)c1C
→ -0.8	3	-1	-7	-1	9	-3	0	1
> O=C(O)c1ccccc1N1C(=O)c2cccc3cccc(c23)C1=O
→ 0.2	14	1	7	2	3	-3	1	-6
> O=C(OC(C(=O)Nc1ccc(Cl)cc1C(F)(F)F)c1ccccc1)c1c(Cl)cccc1Cl (configuration not stated)
→ 6.1	-2	-3	-44	-4	1	1	-1	5

Already shown: entries from further up.
Sequence of screens – CRFBP-R2 agonist	M1 PAM	CHRM5 agonist	CRFR2-BP antag	CHRM5 PAM	CHRM4 PAM	M5 antag	M4 ag	M4 antag
> CN(C)N1C(N)=C(C#N)C(c2cccnc2)C2=C1CC(C)(C)CC2=O (configuration not stated)
→ -3.1	2	-4	19	-1	5	1	0	0
> CCc1nnc(NC(=O)CCC(=O)NCc2ccccc2Cl)s1
→ -1.3	4	1	-3	7	-1	-4	1	-8
> CCOC(=O)c1c(C)[nH]c(C)c1C(=O)CN1C(=O)NC2(CCC(C)CC2)C1=O (configuration not stated)
→ -4.1	3	-5	-17	-6	9	-22	0	-10
> CCN(C(=O)CSc1cc(C)c2ccccc2n1)C1CCS(=O)(=O)C1 (configuration not stated)
→ 0.3	9	3	-13	9	2	-8	1	-2
> Cc1sc(NC(=O)CS(=O)(=O)c2ccccc2)c(C#N)c1C
→ 0.0	0	1	22	3	-2	3	2	-1
> C[C@@H]1CN([C@@H](C)CO)C(=O)CCCn2nncc2CO[C@@H]1CN(C)C(=O)Nc1cccc(C(F)(F)F)c1
→ 0.4	10	0	5	0	1	-1	1	3
> CCc1ccc(N(C(=O)c2ccoc2C)C(C(=O)NC2CCCC2)c2ccc(OC)cc2)cc1 (configuration not stated)
→ 1.6	-8	-2	4	-5	-7	12	-2	5
> CC(C(=O)NCc1ccco1)n1cc([N+](=O)[O-])cn1 (configuration not stated)
→ 3.0	2	3	6	3	3	6	0	0
> COC(=O)[C@@H]1C[C@@]2(O)[C@H](O)[C@H](O)[C@H](O)C[C@H]2N1Cc1cc(OC)cc(OC)c1
→ -2.2	-2	6	9	0	-2	2	2	1
> CCOC(=O)c1[nH]c(=O)[nH]c1CN(Cc1ccco1)Cc1[nH]c(=O)[nH]c1C(=O)OCC
→ -1.3	2	3	10	5	-2	3	1	6
> CC(Nc1nc(-c2ccncc2)nc2ccccc12)c1ccccc1 (configuration not stated)
→ -7.6	-8	-7	-41	-7	-12	18	3	-2

Other results
Sequence of screens – CRFBP-R2 agonist	M1 PAM	CHRM5 agonist	CRFR2-BP antag	CHRM5 PAM	CHRM4 PAM	M5 antag	M4 ag	M4 antag
> C/C(N)=C(/C#N)C(=O)COC(=O)C1CSC2(c3ccc(F)cc3)CCC(=O)N12 (configuration not stated)
→ 4.6	-6	5	-9	8	-2	-16	3	-1
> Cc1cc(C(=O)N/N=C/c2c(C)n(C)c3ccccc23)n[nH]1
→ -0.3	1	-1	2	3	9	0	2	-6
> COC(=O)c1[nH]c2cc(OC)c(OC)cc2c1/C=N/Nc1ccccc1
→ -0.1	-2	0	-9	-2	0	6	3	-1
> Cc1ccc(NC(=O)C(CC(C)C)NC(=O)C2CCC(C)CC2)nc1 (configuration not stated)
→ 22	9	0	-35	11	0	-2	0	-4
> COc1ccc(C(C(=O)Nc2c(C)cccc2C)N2CCN(c3ccc(C)cc3)CC2)cc1 (configuration not stated)
→ .	.	2	.	0	3	0	4	-11
> COc1ccc(C=NNc2ccc([N+](=O)[O-])cn2)cc1
→ 0.4	5	-1	-7	1	9	21	0	-11
> O=C(c1nc[nH]c1C(=O)N1CCc2ccccc2C1)N1CCc2ccccc2C1
→ -0.7	-11	3	-3	-28	-6	16	25	-7
> COc1ccc(Cl)cc1N(CC(=O)NC(C(C)C)C(C)C)S(C)(=O)=O
→ 0.3	7	0	-3	3	15	-7	1	-11
> O=C(Nc1ccc(F)cc1)c1ccc(S(=O)(=O)N2CCOCC2)o1
→ -0.2	2	1	1	-4	-4	3	2	2
> Cn1c(CCNC(=O)c2ccco2)nc2ccccc21
→ -0.5	10	-1	-8	5	11	1	1	2
> O=C(O)c1c[nH]n2c(=S)ncnc12
→ -0.9	-1	2	-7	1	4	-5	1	-5
> C/C(N)=C(\C#N)C(=O)NCc1ccccn1
→ -1.9	0	-2	14	4	4	-3	1	1
> O=C(NCCS(=O)(=O)N1CCC2(CC1)OCCO2)c1ccc(F)cc1
→ 1.0	3	-2	5	-7	9	9	0	-21
> COc1ccc(-c2ccc(N)cn2)cn1
→ -1.4	-4	2	-1	5	2	11	1	-2
> CCc1cc(C(=O)Cc2nc3ccccc3s2)c(O)cc1OCC(=O)O
→ -2.0	-7	3	15	0	6	-3	1	36*

The list continues:
Sequence of screens – CRFBP-R2 agonist	M1 PAM	CHRM5 agonist	CRFR2-BP antag	CHRM5 PAM	CHRM4 PAM	M5 antag	M4 ag	M4 antag
> Cc1ccc(S(=O)(=O)NCc2nnc(SCC(=O)Nc3cccc(C)c3C)n2C)cc1
→ -0.1	1	-5	-27	-7	-10	3	0	13
> CC1CCN(C(=O)C2CCN(C(=O)c3cc4sccc4n3Cc3ccc(F)cc3)CC2)CC1
→ 1.1	-5	-4	-54	-13	-10	10	7	-9
> O=c1cc(N2CCCCCC2)[nH]c(=O)n1-c1ccccc1Cl
→ -1.6	4	-1	2	-1	7	4	1	4
> COc1cc2ccccc2cc1C(=O)Nc1ccc(N2CCN(C)CC2)cc1
→ 0.2	-12	-8	-7	-4	0	2	1	16
> Cc1ccc(C)c(N2CCN(c3ccc(N4C(=O)COCC4=O)cc3[N+](=O)[O-])CC2)c1
→ -1.6	13	1	-11	7	6	0	0	8
> O=C(NCCN1CCOCC1)c1cc(-c2ccc(F)cc2)on1
→ 0.2	10	2	0	-1	-5	0	1	5
> COC1OC(c2ccccc2)=C(c2ccc(C(N)=O)cc2)c2ccc(F)cc21 (configuration not stated)
→ .	.	0	.	-3	9	1	2	-7
> O=C(Nc1ccc(Cl)c(Cl)c1)c1ccccc1
→ -0.5	-9	-2	-8	-1	-6	5	3	6
> OC(COC1CCCCC1)CN1CCN(c2ccccc2)CC1 (configuration not stated)
→ -1.2	6	-7	1	0	-1	1	1	-6
> CCc1ccc(S(=O)(=O)N/N=C(/C)c2ccncc2)cc1
→ 0.1	8	1	-3	0	2	5	3	3
> CC/C(=C\c1ccc(Cl)cc1)c1ccncc1
→ 3.9	-5	-4	-11	2	-4	4	-1	4
> CC(C)CN(C(=O)COC(=O)c1ccccc1SCC(=O)NC1CCCCCC1)C1CCS(=O)(=O)C1 (configuration not stated)
→ 0.7	11	-3	11	-1	0	-1	0	2
> O=C(O)/C=C/c1ccc(S(=O)(=O)N2CCN(CCN3C(=O)C4C5C=CC(C5)C4C3=O)CC2)cc1 (configuration not stated)
→ 3.4	3	2	1	5	5	-2	1	3
> Cc1c(CN(C)C(=O)c2nn(C)cc2[N+](=O)[O-])cnn1C
→ -0.9	-3	-3	12	-8	2	14	1	6
> CCNC(=O)C1CCCN(C(=O)c2ccc(C)c(F)c2)CC1 (configuration not stated)
→ .	14	0	.	-2	4	9	1	-5

Remaining list, next part:
Sequence of screens – CRFBP-R2 agonist	M1 PAM	CHRM5 agonist	CRFR2-BP antag	CHRM5 PAM	CHRM4 PAM	M5 antag	M4 ag	M4 antag
> CC(C)C[C@@H](CN1CCCC1CN1C(=S)NC[C@@H]1Cc1ccc(O)cc1)N1C[C@H](Cc2ccc(O)cc2)N(CCc2ccccc2)C1=S (some centres not stated)
→ -0.6	9	1	-10	0	7	-5	0	-12
> Cc1c(C(=O)NCCC2=CCCCC2)cccc1[N+](=O)[O-]
→ -0.9	8	-6	2	-10	9	7	1	-1
> CN(CC(=O)Nc1cc(Cl)ccc1-n1cncn1)Cc1ccccc1N1CCOCC1
→ 3.2	-1	-1	-41	-6	8	-3	5	-27
> Cc1ccc2oc(-c3ccc(NC(=O)CC(C)C)cc3)nc2c1
→ 3.2	-2	0	-16	-5	6	2	2	-11
> OCC1(Cc2ccccc2)CCN(Cc2ccccn2)CC1
→ -0.3	6	-3	0	4	7	1	1	-7
> C=C(C)C(=O)N1CC2(CC(c3cccc(NC(=O)CC)c3)=NO2)C[C@H]1C(N)=O (some centres not stated)
→ 1.2	-4	3	9	-6	-2	15	1	11
> COc1ccc(C(=O)NNC2=CC(=O)CC(C)(C)C2)cc1OC
→ 0.5	8	0	-4	4	6	-11	1	0
> O=C(Nc1ccccc1C(=O)Nc1ccccn1)c1ccccc1F
→ -1.3	-3	2	13	-3	-4	5	7	0
> O=C(Nc1nnc(-c2ccccn2)o1)c1cccc(Cl)c1
→ 6.0	9	4	-1	10	6	6	0	-7
> C[C@@H](c1ccccc1)N1C[C@H](COCc2ccccc2)Oc2cc(N3CC[C@@H](N(C)C)C3)ccc2S1(=O)=O
→ .	.	1	.	-6	-2	3	6	6
> COc1cccc(C(=O)NC(=S)Nc2ccc3c4c(cccc24)CC3)c1
→ 2.4	-9	4	-21	1	5	-4	0	15
> Nc1cc(S(=O)(=O)N2CCOCC2)ccc1Oc1ccc(F)cc1
→ 7.0	7	2	3	9	-2	0	7	-5
> Cc1nnc(NC(=O)CCC(=O)NCc2cccs2)s1
→ 0.3	2	2	10	1	4	-1	0	5
